ER stress surv – ER stress cell death inhibition | relative survival (cellular ATP), % at 15 µg/mL (by protocol) | CSM14.1 thapsigargin ER stress survival, ATP luminescence | hit rate 0.33% among 48,000;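 active = survival measured by cellular ATP above 50% at 15 µg/ml in the first screen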;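 also: cell death triggered by about 15 µM thapsigargin; ATP read 24 h after thapsigargin was added; plate controls were thapsigargin with DMSO for no effect and DMSO without thapsigargin for full effect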
* = called active by the depositor. An excerpt; rates above refer to the full screens.

SMILES | ER stress surv
COc1ccc(NC(=O)CN(c2cc(Cl)cc(Cl)c2)S(C)(=O)=O)cc1OC | 3
Cc1nnc(NS(=O)(=O)c2ccc(F)cc2)s1 | 10
COc1ccc(/C=C(/NC(=O)c2ccco2)C(=O)Nc2ccc3ccccc3c2)cc1 | -2
O=C(Nc1ccc(Cc2ccc(NC(=O)C(F)(F)F)c([N+](=O)[O-])c2)cc1[N+](=O)[O-])C(F)(F)F | 14
COc1ccc(CCN2C(=O)/C(=C/c3c(NCCCn4ccnc4)nc4c(C)cccn4c3=O)SC2=S)cc1OC | -4
CC(C)(C)CC(C)(C)NC1=CC(=O)OC12CCCCC2 | 4
COc1ccc(OC)c(-n2cnnn2)c1 | 4
O=C1CC(N2CCN(CCO)CC2)C(=O)N1c1ccccc1 (configuration not stated) | 8
COc1cc(/C=N\N2CCN(Cc3ccc(C)cc3)CC2)cc(Br)c1O | 7
Cc1cccc(OCCSc2nc3ccccc3n2CC(=O)O)c1 | 10
O=C(CN(c1ccc(F)cc1)S(=O)(=O)c1ccccc1)Nc1ccccc1Br | 4
CCOc1ccc(C(=O)Nc2ccc(NC(=O)c3cccc(C)c3)cc2)cc1 | 9
COc1ccccc1NC(=O)COc1ccc(Br)cc1 | 5
O=C1CC2c3ccccc3C1C1C(=O)N(c3ccccc3)C(=O)C21 (configuration not stated) | 1
O=CNC(NC(=S)Nc1ccc(F)cc1)C(Cl)(Cl)Cl (configuration not stated) | 0
CC(CO)(CO)NC(=O)C(F)(F)C(F)(F)C(=O)NC(C)(CO)CO | 14
Cc1ccc([N+](=O)[O-])cc1Cc1ccccc1 | 9
Cc1ccc(S(=O)(=O)Oc2cccc(/C=C3/SC(=S)N(Cc4ccccc4)C3=O)c2)cc1 | 2
CC(C)(C)c1ccc(C(=O)Nc2c(F)c(F)c(F)c(F)c2F)cc1 | 0
COc1ccc(-n2c(C)ccc2-c2ccccc2)cc1 | -1
Cc1ccc(NC(=O)CN(c2cccc(C(F)(F)F)c2)S(C)(=O)=O)cc1 | 11
O=S(=O)(c1ccc2c(c1)OCCO2)N1CCOCC1 | 10
COc1cc(C(=O)N/N=C/c2cc(Cl)ccc2O)ccc1O | -5
COC(=O)C(C(=O)OC)C(C(C)C)C(C(=O)OC)C(=O)OC | 4
Cc1cc(Cl)ccc1OC(C)C(=O)Nc1cccc(Cl)c1 (configuration not stated) | 1
CCc1ccc(-c2c(C)sc(N)c2C(=O)OC)cc1 | 0
CN1CCN(/N=C/C=C/c2ccccc2)CC1 | 1
O=C(NCC1CCCO1)C(=O)Nc1ccccc1F (configuration not stated) | -3
Cc1ccc(-n2c(=O)c3c4c(sc3n3c(=S)[nH]nc23)CCCC4)cc1 | 6
CCN(CC)/C(=N/OCc1ccc(Cl)cc1Cl)c1nonc1N | 0
O=C(CSc1nc2ccccc2o1)NC1CCCC1 | 11
COc1cccc(C(=O)Nc2ccc3oc(-c4cccc(Br)c4)nc3c2)c1 | 1
COC(=O)Nc1sc2c(c1C(N)=O)CCC(C(C)(C)C)C2 (configuration not stated) | 4
COC(=O)c1ccc(NC(=O)c2c(Cl)cccc2Cl)cc1 | 4
COc1ccc(/C=C2\C(=O)N(c3ccc(F)cc3)N=C2C)cc1 | -1
O=C(Cc1ccc(Cl)cc1)Nc1ccc(-c2nc3ccccc3o2)cc1 | 3
CCOc1cc(/C=C2/SC(=S)N(CC)C2=O)ccc1OCc1ccccc1 | 15
O=C(Nc1ccccc1C(=O)N1CCCCC1)c1cccnc1 | 3
NC(=O)c1ccccc1NC(=O)c1ccc2c(c1)OCO2 | 10
CN(C)c1ccc(C2C(C(=O)/C=C/c3ccccc3)=C(O)C(=O)N2CCCCCC(=O)O)cc1 (configuration not stated) | -3
CC(C)(C)c1ccccc1OCCCCN1CCOCC1 | 10
COc1ccc(/C=C(\NC(=O)c2ccc(C)cc2)C(=O)NCCCN2CCOCC2)cc1OC | 2
Cc1cccc(C)c1NC(=O)C1CC(=O)N(C2CCCCC2)C1 (configuration not stated) | -4
Cc1c(Cl)cccc1NC(=O)C(=O)NCC1CCCO1 (configuration not stated) | 1
O=c1sc2ccccc2c2nc[nH]c12 | 11
C/C(=N/NC(=O)c1ccccc1)c1ccc2c3c(cccc13)CC2 | 13
CCOc1ccc(NC(=O)c2cc(OCC)c(OCC)c(OCC)c2)c([N+](=O)[O-])c1 | -4
CC1(C)CC(=O)C2=C(C1)N=C1c3ccccc3C(=O)C1C2c1cccc(Cl)c1 (configuration not stated) | 11
O=C(O)c1c2c(nc3ccccc13)CCCCC2 | 11
COc1ccc(NC(=O)/C(C#N)=C/c2cn(CC(=O)Nc3ccccc3)c3ccccc23)cc1 | 0
COc1ccc(CCNCCCc2ccccc2)cc1OC | -4
COC(=O)c1ccccc1NC(=O)C1CN(S(=O)(=O)c2ccccc2)CCN1S(=O)(=O)c1ccccc1 (configuration not stated) | -6
CCCCOc1ccc2c3c(c(=O)oc2c1)CCCC3 | 9
O=C(/C=C/c1ccco1)Nc1cccc(F)c1 | 4
O=C1NC(=O)N(c2ccc(Cl)cc2)C(=O)/C1=C\C=C\c1ccccc1[N+](=O)[O-] | -1
CCOC(=O)c1c(NC(=O)c2ccc(Cl)c(Cl)c2)sc(C(=O)Nc2ccccc2)c1C | -4
O=C(N/C(=C/c1ccc(Br)cc1)C(=O)N1CCCCC1)c1ccccc1 | 7
COC(=O)CCCC[C@H]1SC[C@H]2NC(=O)NC21O (some centres not stated) | 21
O=C(Nc1cccc(C(F)(F)F)c1)c1ccc(Cl)cc1Cl | 6
C/C(=N\NC(=O)C(O)c1ccccc1)c1ccc2c(c1)CCCC2 (configuration not stated) | 10

Further structures follow:
SMILES | ER stress surv
O=C(NCc1nc2ncc(Br)cc2[nH]1)c1ccccc1 | 4
O=C(Nc1cccc2c1CCCC2)c1ccc(Br)cc1 | -2
O=C(N=Nc1c(O)n(CN2CCCC2)c2ccccc12)c1ccccc1Br | 8
CCc1c(C)n(CC(=O)N/N=C/c2ccc(Cl)cc2)n2cnnc2c1=O | 2
Cc1cc(C)cc(OCC(O)CN2CCC(C)CC2)c1 (configuration not stated) | 8
CCOc1ccccc1C(=O)NCc1ccco1 | 11
COc1cc(/C=N/n2cnnc2)cc(I)c1OCCOc1cc(C)ccc1C(C)C | 7
N#Cc1c2n(c3c(NCCCO)ncnc13)CCCCC2 | -4
CCCCc1ccc(NC(=O)C2COc3ccccc3O2)cc1 (configuration not stated) | 0
Cc1nc2ccccc2n1S(=O)(=O)c1cc([N+](=O)[O-])ccc1Cl | 1
CCc1ccc(C2CC(=O)NC(SCc3ccccc3)=C2C#N)cc1 (configuration not stated) | 8
N#Cc1c(NC(=O)C2CC3CCC2C3)sc2c1CCCCCC2 (configuration not stated) | 8
O=C(Nc1ccc(Cl)c(Cl)c1)Nc1nnc(Cc2ccccc2)s1 | 0
NS(=O)(=O)c1cccc(NC(=O)COc2ccc([N+](=O)[O-])cc2)c1 | 4
CCN1CCN(CC(O)CN2CCn3c4c(c5cc(C)ccc53)CCCC42)CC1 (configuration not stated) | -4
CC(C)c1ccc(/C=C(\NC(=O)c2ccccc2)C(=O)NCCCn2ccnc2)cc1 | 2
Cc1cc2ncn(C(=O)c3cc([N+](=O)[O-])ccc3Cl)c2cc1C | 1
O=C(N/C(=C\c1ccc(-c2cccc([N+](=O)[O-])c2)o1)C(=O)N1CCOCC1)c1ccccc1 | 9
CCOC(=O)C1=C(N)OC(C)=C(C(=O)OC)C1c1cccnc1 (configuration not stated) | 8
N#C/C(=C/c1c(F)cccc1Cl)C(=O)Nc1ccc(Cl)cc1 | 0
O=[N+]([O-])c1ccc(-c2ccc(I)cc2)cc1 | 7
CCOC(=O)NC(O)C(=O)c1cccs1 (configuration not stated) | -2
CCOC(=O)C1=C(N)Oc2cc(O)ccc2C1c1cccc([N+](=O)[O-])c1 (configuration not stated) | 4
NCCCNc1ccc(C(F)(F)F)cc1[N+](=O)[O-] | -5
O=C1C(Cl)=C/C(=N\S(=O)(=O)c2ccc(Cl)cc2)C(Cl)=C1Cl | -4
Clc1cccc(CN2CCN(Cc3ccncc3)CC2)c1 | 4
COCCNC(=O)COc1ccc(Cl)cc1 | 4
CCCN(CCC)CC(O)COC1CCC(C(C)(C)C)CC1 (configuration not stated) | -6
Cc1ccccc1CC(CC(=O)O)C(=O)O (configuration not stated) | 0
Cn1c(=O)c2c(ncn2CC(=O)NC(c2ccccc2)c2ccccc2)n(C)c1=O | 6
COc1ccc(S(=O)(=O)N2CCN(Cc3cc(OC)c(OC)cc3OC)CC2)cc1 | -2
Cc1cc(N2C(=O)NC(=O)/C(=C\c3ccco3)C2=O)ccc1Br | 4
Cc1cccc(OCC(=O)NCC(=O)n2nc(C)cc2C)c1 | 8
CCOC(=O)C1=C(C)NC(=S)NC1c1cccc2ccccc12 (configuration not stated) | 7
O=C(Nc1c(F)cc(F)cc1Br)c1cc2n(n1)C(C(F)(F)F)CC(c1ccc(Cl)cc1)N2 (configuration not stated) | 1
C#CCOc1ccc(/C=C2\C(=O)NC(=O)N(c3cc(C)cc(C)c3)C2=O)cc1OC | 9
O=C(CCc1ccccc1)Nc1ccc(Br)c(Cl)c1 | 3
Cc1ccc(OCC(=O)N=Nc2c(O)[nH]c3c(Br)cc(Br)cc23)cc1 | 2
CCOC(=O)c1c(NC(=O)C2C3CCC(C3)C2C(=O)O)sc2c1CCC(CC)C2 (configuration not stated) | 0
COc1cccc(-c2cc(C(=O)O)c3cc(Br)ccc3n2)c1 | 16
CCOC(=O)c1cc(-c2ccc(Cl)cc2)nc2ccccc12 | 9
O=C(NC(=S)Nc1ccc(Cl)c(-c2nc3ccccc3[nH]2)c1)c1ccccc1Cl | -1
COc1ccccc1N1C(=O)/C(=C/c2ccc(N(C)C)cc2)SC1=S | 1
Cc1ccc(C)c(NC(=O)C2C3C4CCC(C4)C23)c1 (configuration not stated) | 9
CCC(C(=O)Nc1nc2ccc(C)cc2s1)c1ccccc1 (configuration not stated) | 2
Cc1nc(N(CCC#N)CCC#N)sc1C(C)(C)C | -3
O=C(Nc1cccc(Cl)c1Cl)C1COc2ccccc2O1 (configuration not stated) | 6
O=C(/C=C/c1ccc([N+](=O)[O-])cc1)Nc1ccccc1C(=O)Nc1cccc(C(=O)O)c1 | -8
COc1ccc(C2C3C(=O)N(c4ccccc4Cl)C(=O)C3ON2c2ccccc2)cc1 (configuration not stated) | 15
COc1ccc(C2NC(=O)NC(C)=C2C(=O)OCCSC)cc1 (configuration not stated) | 2
O=C1/C(=C/c2cccs2)SC(=S)N1CCC(=O)N1c2ccccc2Sc2ccccc21 | 3
Cc1ccc(-n2nc3cc(C)c(NC(=O)COc4ccc(Cl)cc4)cc3n2)cc1 | 5
CN1/C(=C\C(=O)Nc2ccc(Cl)cc2)c2ccccc2CC1(C)C | -6
COc1ccccc1OCC(=O)Nc1ccc(C(C)=O)cc1 | 11
Cc1cc(Br)ccc1OCC(=O)O/N=C(\N)c1ccccn1 | 9
COc1ccc(-n2c(SCC(=O)c3ccccc3)nc(O)c(Cc3ccccc3)c2=O)cc1 | 10
CCOC(=O)c1ccc(-n2c(C)cc(/C=C3\SC(=S)NC3=O)c2C)cc1 | 6
O=C(O)CCN=C1CCc2ccccc2N1 | 10
CCOC(=O)c1ccccc1NC(=O)C(C)Oc1ccccc1 (configuration not stated) | 4
COC(=O)CCC(=O)Nc1cccc(C(N)=O)c1 | 4

Later entries.
SMILES | ER stress surv
COCCNC(=S)Nc1c(C)n(C)n(-c2ccccc2)c1=O | 13
CC(c1ccccc1)N1C(=O)c2ccc(C(=O)c3ccc(C(=O)O)cc3)cc2C1=O (configuration not stated) | 9
CCCOc1ccc(-c2ccc(-c3nc(-c4cccnc4)no3)cc2)cc1 | -1
O=C1OC(c2ccc(Oc3ccccc3)cc2)=C/C1=C/c1ccco1 | -3

Filtered by structure: those above with fluorine
SMILES | ER stress surv
Cc1nnc(NS(=O)(=O)c2ccc(F)cc2)s1 | 10
O=C(Nc1ccc(Cc2ccc(NC(=O)C(F)(F)F)c([N+](=O)[O-])c2)cc1[N+](=O)[O-])C(F)(F)F | 14
O=C(CN(c1ccc(F)cc1)S(=O)(=O)c1ccccc1)Nc1ccccc1Br | 4
O=CNC(NC(=S)Nc1ccc(F)cc1)C(Cl)(Cl)Cl (configuration not stated) | 0
CC(CO)(CO)NC(=O)C(F)(F)C(F)(F)C(=O)NC(C)(CO)CO | 14
CC(C)(C)c1ccc(C(=O)Nc2c(F)c(F)c(F)c(F)c2F)cc1 | 0
Cc1ccc(NC(=O)CN(c2cccc(C(F)(F)F)c2)S(C)(=O)=O)cc1 | 11
O=C(NCC1CCCO1)C(=O)Nc1ccccc1F (configuration not stated) | -3
COc1ccc(/C=C2\C(=O)N(c3ccc(F)cc3)N=C2C)cc1 | -1
O=C(/C=C/c1ccco1)Nc1cccc(F)c1 | 4
O=C(Nc1cccc(C(F)(F)F)c1)c1ccc(Cl)cc1Cl | 6
N#C/C(=C/c1c(F)cccc1Cl)C(=O)Nc1ccc(Cl)cc1 | 0
NCCCNc1ccc(C(F)(F)F)cc1[N+](=O)[O-] | -5
O=C(Nc1c(F)cc(F)cc1Br)c1cc2n(n1)C(C(F)(F)F)CC(c1ccc(Cl)cc1)N2 (configuration not stated) | 1

An excerpt from the list above:
SMILES | ER stress surv
CCOC(=O)c1ccccc1NC(=O)C(C)Oc1ccccc1 (configuration not stated) | 4
COC(=O)CCC(=O)Nc1cccc(C(N)=O)c1 | 4
COCCNC(=S)Nc1c(C)n(C)n(-c2ccccc2)c1=O | 13
CC(c1ccccc1)N1C(=O)c2ccc(C(=O)c3ccc(C(=O)O)cc3)cc2C1=O (configuration not stated) | 9
